FBA Mtb inh = Mtb fructose-bisphosphate aldolase inhibition. P9WQA3. purified M. tuberculosis FBA, fluorescence read-out. inhibition, % at 1 µM. actives 2.3% (n = 360,000); in the data active = inhibition above about 27%;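 note: 0% = vehicle and 100% = reference inhibitor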
Target sequence (P9WQA3 whole entry, looked up): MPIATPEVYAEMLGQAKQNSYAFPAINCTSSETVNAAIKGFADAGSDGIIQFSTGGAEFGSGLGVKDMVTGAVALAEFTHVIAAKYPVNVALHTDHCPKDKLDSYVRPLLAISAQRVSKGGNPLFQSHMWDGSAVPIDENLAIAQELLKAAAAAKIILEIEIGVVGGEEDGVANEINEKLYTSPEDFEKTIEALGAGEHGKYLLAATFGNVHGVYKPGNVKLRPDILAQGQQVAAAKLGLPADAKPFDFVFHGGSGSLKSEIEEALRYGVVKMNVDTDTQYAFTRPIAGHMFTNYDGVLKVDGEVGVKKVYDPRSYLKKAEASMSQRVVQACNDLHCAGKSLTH
BoNT-F LC inh = inhibitors of Botulinum neurotoxin F light chain protease | Multiplex microsphere protease cleavage assay, flow cytometry | inhibition, % at 10 µM | actives 0.22% (n = 360,000); in the data active = inhibition above about 35%, passing the limit was not always enough; inconclusive = no clear call, values can overlap the other calls; note: plate controls were buffer without enzyme for full effect and enzyme alone for no effect
GDH-TPI counter = counter-screen for M. tuberculosis FBA inhibitors: GDH-TPI coupled enzymes; GDH-TPI coupled enzyme counterscreen, NADH absorbance; actives 1.2% (n = 360,000); inhibition, % at 4.8 µM; AID 588335;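 note: 0% = DMSO wells and 100% = wells lacking the enzyme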
CCHFV vOTU inh = CCHFV vOTU protease inhibition | Pep-AMC fluorescence | inhibition, % at 11.5 µM | actives 0.55% (n = 370,000) | AID 651958; note: 0% = vehicle wells with enzyme and 100% = no enzyme wells
Mtb UGM inh = inhibitors of M. tuberculosis UDP-galactopyranose mutase. P9WIQ1. purified UGM, fluorescence polarization probe displacement. inhibition, % at 10 µM. actives 0.06% (n = 320,000); in the data active = inhibition above about 10%, passing the limit was not always enough; inconclusive = no clear call, values can overlap the other calls
Target sequence (P9WIQ1 whole entry, looked up): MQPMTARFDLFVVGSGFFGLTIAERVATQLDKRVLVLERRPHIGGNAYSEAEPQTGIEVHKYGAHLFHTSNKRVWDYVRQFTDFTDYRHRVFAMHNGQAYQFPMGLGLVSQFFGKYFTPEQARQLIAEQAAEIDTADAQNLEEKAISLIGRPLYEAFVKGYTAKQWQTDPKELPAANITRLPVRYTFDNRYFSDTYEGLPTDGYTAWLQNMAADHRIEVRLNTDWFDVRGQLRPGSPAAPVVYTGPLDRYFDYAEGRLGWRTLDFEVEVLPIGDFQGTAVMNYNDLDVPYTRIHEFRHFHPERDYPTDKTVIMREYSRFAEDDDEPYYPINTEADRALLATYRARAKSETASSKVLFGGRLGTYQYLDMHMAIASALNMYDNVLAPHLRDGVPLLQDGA
FadD28 FP inh = inhibitors of Mycobacterium tuberculosis FadD28 bisubstrate binding | inhibition, % at 12.5 µM | actives 0.22% (n = 360,000) | FadD28 bisubstrate probe binding, fluorescence polarization; in the data active = inhibition above about 8.5%, passing the limit was not always enough; inconclusive = no clear call, values can overlap the other calls
BoNT A protease = BoNT A light chain protease inhibition; multiplex microsphere protease substrate cleavage, flow cytometry; inhibition, % at 10 µM; actives 0.17% (n = 360,000); AID 588499; in the data active = inhibition above about 30%; inconclusive = no clear call, values can overlap the other calls; note: plate controls were buffer without enzyme for full effect and enzyme alone for no effect
Mtb BioA inh = blocks M. tuberculosis BioA enzyme activity. inhibition, % at 9.99 µM. purified M. tuberculosis BioA enzyme, plate reader. actives 0.096% (n = 360,000); in the data active = inhibition above about 40%; inconclusive = no clear call, values can overlap the other calls
PrPC TRFRET = cell surface PrPC inhibition, primary TR-FRET screen | P04156 | TR-FRET read-out | inhibition, % at 13.8 µM | actives 0.43% (n = 370,000) | AID 720596; in the data active = inhibition above about 24%; note: 0% = median of the test wells and 100% = reference compound wells
An asterisk follows results filed as active; ? = inconclusive; · = not tested or not shown. Cut-off read from the data, not from the text of the source, unless noted: active = inhibition above about 30%; inactive = the rest.

SMILES | FBA Mtb inh | BoNT-F LC inh | GDH-TPI counter | CCHFV vOTU inh | Mtb UGM inh | FadD28 FP inh | BoNT A protease | Mtb BioA inh | PrPC TRFRET
CCCCC(CC)CNC(=O)CCS(=O)(=O)c1cccc2nonc12 (configuration not stated) | 2 | -19 | 12 | -5 | 0.0 | -1.8 | -3.1 | 0.2 | -27
COc1cccc(C(=O)OCC(=O)c2ccc(Br)s2)c1OC | 4 | 2 | 2 | 5 | 0.8 | 0.0 | -0.4 | 2.9 | 8
COC(=O)C1(C)Nc2ccccc2C(=O)N1c1ccccc1OC (configuration not stated) | 29* | -13 | 9 | -31 | -4.5 | -0.4 | -0.8 | -0.9 | -5
O=C(CCn1c(=O)c2ccccc2n(CC(=O)N2CCN(c3ccccc3)CC2)c1=O)NCc1ccco1 | 1 | 4 | 14 | -9 | 0.0 | -3.5 | -0.7 | -1.4 | -6
CCCc1nnc(SCC(=O)Nc2nc(C)cs2)n1CCOC | 3 | 2 | 7 | -8 | -1.4 | -1.2 | -0.3 | -1.1 | 3
CN1CCN(c2cccc3c2C(=O)c2ccccc2C3=O)CC1 | -2 | -6 | -5 | 22 | · | -2.7 | 0.1 | 0.4 | -55
Cc1cc(NC(=O)CCC(=O)N(CC(=O)NCC2CCCO2)c2ccc(Cl)c(Cl)c2)no1 (configuration not stated) | -1 | 1 | 0 | 8 | -0.3 | 1.4 | -0.7 | -1.0 | -4
Cc1ccc(OCCCC(=O)Nc2ccc(S(=O)(=O)Nc3cc(C)nc(C)n3)cc2)cc1 | 3 | -2 | -1 | 0 | -0.7 | -0.9 | -0.5 | 0.0 | -5
CC(C)c1ccc(CNCCCSc2ncccn2)cc1 | -1 | -13 | 9 | 3 | 2.0 | 0.7 | -4.9 | -2.5 | -3
CCN1CCN(c2ccc(S(=O)(=O)N3CCCCC3)cc2NC(=O)/C=C/c2ccc(OC)c(OC)c2)CC1 | -3 | 4 | 20 | -1 | 2.9 | -9.4 | 2.8 | 0.3 | -4
O=C(/C=C/c1cn(-c2ccccc2)nc1-c1cccs1)NCCN1CCOCC1 | 46* | -2 | 26 | -16 | -1.0 | -13 | -0.1 | 1.3 | -10
CCCCCn1c(N2CCC(C(N)=O)CC2)nc2c1c(=O)[nH]c(=O)n2C | -13 | -7 | -12 | 3 | 0.3 | -3.8 | -0.4 | 4.8 | 14
CC1CCCN(C(=O)Nc2ccc(Br)cc2Cl)C1 (configuration not stated) | -4 | -1 | 9 | 3 | 1.7 | -0.6 | 0.1 | · | -1
O=[N+]([O-])c1cccc(C(=S)N2CCN(c3ccccc3)CC2)c1 | -3 | -4 | 8 | 4 | 2.9 | -0.3 | 0.0 | -0.5 | 4
N#C/C(=C/c1ccc(F)cc1)c1nc(CCN2C(=O)c3ccccc3C2=O)cs1 | -4 | -7 | 16 | 7 | -0.4 | -0.9 | -2.1 | 0.7 | 3
Cc1ccc(C2CC(=O)N3CN(Cc4ccco4)CSC3=C2C#N)cc1 (configuration not stated) | -3 | -2 | 0 | -1 | -0.1 | ? | 0.0 | 1.4 | 2
O=C1CCCC2=C1C(Cc1ccccc1)C1=C(CCCC1=O)O2 | -2 | 12 | -4 | -5 | 1.3 | -3.3 | 0.4 | -1.6 | 2
O=C(/C=C/c1ccc(S(=O)(=O)N2CCOCC2)cc1)NCc1ccccc1 | 0 | -2 | 3 | 0 | 1.8 | -1.2 | -0.2 | · | 9
CCOC(=O)C1Sc2[nH]c(=O)sc2C(c2ccc(Cl)cc2)C1C(=O)OCC (configuration not stated) | 12 | -8 | -2 | 19 | -1.1 | -0.1 | 1.2 | · | 1
COC(=O)c1ccc(NC(=S)N2CCN(Cc3cccc(C)c3)CC2)cc1 | 0 | 5 | 2 | 3 | -2.2 | -1.5 | 2.6 | 3.1 | 3
CCOC(=O)N1CCC(NC(=O)CS(=O)Cc2nc(-c3ccc(OC)c(OC)c3)oc2C)CC1 (configuration not stated) | 4 | -1 | -9 | 8 | 3.1 | -3.1 | 0.2 | 1.5 | 7
CC1(C)C(C(=O)NN2C(=O)c3ccccc3C2=O)C1(C)C | 1 | -7 | 17 | -1 | 1.7 | 0.0 | 0.0 | -0.7 | -3
CC(=O)Nc1ccc(S(=O)(=O)c2cc(O)ccc2O)cc1 | 1 | -4 | 6 | -2 | 0.7 | -1.3 | -13 | -0.5 | -7
O=C(/C=C/c1c(F)cccc1Cl)c1ccc(F)cc1 | 1 | -1 | 6 | 9 | 1.9 | -3.6 | 0.7 | 0.4 | 1
Cc1cc(C(=O)CN2CCC(C)CC2)c(C)n1-c1ccc(F)cc1 | 1 | -7 | 1 | 14 | 3.5 | -1.5 | -1.6 | · | -9

Among those listed so far, these have fluorine:
SMILES | FBA Mtb inh | BoNT-F LC inh | GDH-TPI counter | CCHFV vOTU inh | Mtb UGM inh | FadD28 FP inh | BoNT A protease | Mtb BioA inh | PrPC TRFRET
N#C/C(=C/c1ccc(F)cc1)c1nc(CCN2C(=O)c3ccccc3C2=O)cs1 | -4 | -7 | 16 | 7 | -0.4 | -0.9 | -2.1 | 0.7 | 3
O=C(/C=C/c1c(F)cccc1Cl)c1ccc(F)cc1 | 1 | -1 | 6 | 9 | 1.9 | -3.6 | 0.7 | 0.4 | 1
Cc1cc(C(=O)CN2CCC(C)CC2)c(C)n1-c1ccc(F)cc1 | 1 | -7 | 1 | 14 | 3.5 | -1.5 | -1.6 | · | -9

More entries.
SMILES | FBA Mtb inh | BoNT-F LC inh | GDH-TPI counter | CCHFV vOTU inh | Mtb UGM inh | FadD28 FP inh | BoNT A protease | Mtb BioA inh | PrPC TRFRET
O=C(NC(=S)Nc1ncccn1)c1ccccc1Br | 0 | -14 | 6 | 4 | -0.2 | -5.3 | 0.8 | -0.9 | -2
COc1ccc(-c2[nH]ncc2CN(CCO)CC23CC4CC(CC(C4)C2)C3)c(OC)c1 | 0 | -6 | 3 | -7 | -1.1 | -0.8 | 0.4 | -0.6 | 3
CSc1nnc(C)c(=O)n1COC(=O)c1ccc(S(=O)(=O)N2CCCC2)cc1 | -9 | -1 | -3 | -2 | 0.0 | -2.0 | -0.6 | · | 4
C=CCNC(=O)c1onc(CSc2ccc(OC)cc2)c1C(=O)O | 0 | -19 | 6 | 5 | 0.8 | -1.1 | -0.3 | 0.2 | 37*
COCCNC(=O)C1(C)CCCN(Cc2ccc3ccccc3c2Br)C1 (configuration not stated) | 3 | 0 | 0 | -7 | · | -4.5 | 0.3 | 1.6 | -12
Cc1cc(C)cc(NC(=S)NN)c1 | -1 | -3 | 4 | 4 | 0.0 | -1.1 | -0.4 | 0.4 | -5
O=C(Nc1cccc(S(=O)(=O)NC2=NCCC2)c1)c1ccc(OC(F)F)cc1 | -1 | -4 | -6 | -9 | · | -1.5 | -0.2 | -2.7 | 7
CCOc1ccc(CNC(=O)c2cccc(NC(=O)C3=C(C)OCCS3)c2)cc1 | 2 | -4 | -4 | -10 | -1.9 | 1.6 | -2.0 | -0.1 | -2
NC(=O)C1(N2CCCCC2)CCN(C(=O)c2cc(COc3c(F)cccc3F)on2)CC1 | -3 | -8 | 7 | 4 | · | -4.0 | -0.6 | -1.7 | 2
O=C(c1cc2ccccc2oc1=O)N1CCSC1c1ccco1 (configuration not stated) | 3 | 0 | 0 | 8 | -0.8 | -3.6 | -0.9 | -0.6 | 5
Cc1nn(C)c(C(=O)Nc2ccc(Br)cc2F)c1Br | 0 | -16 | 1 | · | -0.3 | -1.2 | -0.5 | · | ·
COc1ccccc1CN1CC(C(=O)NCCc2cn[nH]c2)CCC1=O (configuration not stated) | 3 | -10 | -2 | -5 | -0.5 | -0.9 | -2.9 | 1.9 | -4
O=C(CSc1ccccc1)Nc1ccccc1C(=O)O | 2 | 6 | -17 | 27 | 1.7 | -1.6 | 2.4 | -0.1 | -3
O=C1NC[C@@H](CCCCN2C[C@H](Cc3ccccc3)N(CCC3CCCCC3)C(=O)C2=O)N(CCc2ccc(O)cc2)C1=O | · | 4 | · | 7 | · | · | -0.3 | · | 8
O=C(CCS(=O)(=O)c1ccccc1)Nc1ccc(N2CCN(Cc3ccccc3)CC2)cc1 | -1 | -13 | 4 | 5 | 1.6 | 1.0 | 5.7 | -1.1 | 1
CCCCN(C(=O)c1cccc(-n2cccc2)c1)c1c(N)n(Cc2ccccc2)c(=O)[nH]c1=O | -2 | ? | -5 | -8 | 0.2 | 0.5 | ? | -0.2 | -2
CC(C)(C)c1nc(SCC(=O)Nc2ccc(N3CCOCC3)cc2)c2ccccc2n1 | -1 | 0 | 12 | 5 | -0.4 | 0.9 | -0.3 | 0.7 | 9
COc1ccc(NC(=O)c2cc(=O)c3ccccc3o2)cc1Cl | 3 | 10 | 9 | -16 | 1.7 | -1.5 | 0.5 | -2.3 | 9
CCCCC(CCC(=O)O)(C(=O)OCC)c1csc(Nc2ccc(C)cc2)n1 (configuration not stated) | -2 | 14 | -9 | 14 | -0.9 | -3.5 | 1.7 | · | 5
N#C/C(=C\c1c(F)cccc1Cl)c1nn(-c2ccccc2)c(-n2cccc2)c1C#N | -1 | · | 9 | 1 | 2.9 | -1.1 | · | 0.4 | -3
Cc1cccc(CN2CCC(C(N)=O)CC2)c1 | 1 | 8 | -2 | 0 | 0.5 | -2.9 | 0.2 | -1.7 | 8
COc1ccc(N(CC(=O)N/N=C/c2cccs2)S(=O)(=O)c2ccc(OC)c(OC)c2)cc1 | -3 | 0 | 8 | -8 | 0.2 | -4.8 | -1.0 | 2.1 | -4
CCC1(c2ccc(Cl)cc2)NC(=S)N(c2ccccc2)N1 (configuration not stated) | 3 | -20 | 4 | 1 | -1.7 | -0.7 | -0.1 | -0.2 | -6
COc1ccc(C(=O)NCC(c2ccco2)N2CCc3ccccc3C2)c(OC)c1 (configuration not stated) | -1 | 0 | 2 | 9 | · | -4.2 | -0.2 | 0.5 | 4
Cc1cccc(-n2nc3c([n+]2[O-])CCc2nonc2-3)c1C | -4 | -6 | 2 | 11 | -0.7 | 0.3 | 0.1 | · | -1
CSCCC(c1nnnn1Cc1ccccc1)N1CCC2(CC1)C(=O)NCN2c1ccccc1 (configuration not stated) | 2 | 0 | · | 15 | · | 0.1 | -1.0 | -7.0 | 8
CCc1ccc(C(C)NC(=O)COC(=O)c2ccc(-n3cnnn3)cc2)cc1 (configuration not stated) | -2 | -5 | -1 | -11 | -1.4 | -3.0 | 0.6 | -0.9 | 0
Cc1cccc2sc(NC(=O)C3CCCN(S(=O)(=O)c4cccc5nonc45)C3)nc12 (configuration not stated) | 5 | -39 | 7 | 6 | -0.1 | -2.0 | 1.0 | -1.4 | -8
Cc1cccc(CCNC(=O)CCNC(=O)Cn2ccc3ccccc3c2=O)c1 | 1 | 8 | -5 | 5 | -1.6 | -1.4 | -0.1 | · | -4
CCOC(=O)CC(=O)CSc1nc(-c2cccnc2)ccc1C#N | 38* | 7 | 26 | 4 | -1.9 | 1.2 | 2.4 | 19 | -11
O=C1CSC(c2ccc(Cl)cc2)N1 (configuration not stated) | 2 | -12 | -6 | -5 | -0.8 | 0.9 | -0.3 | -0.1 | 5
CCc1c(C)sc(NC(=O)Cc2ccccc2OC)c1C(=O)N1CCOCC1 | -1 | 0 | -5 | -8 | 0.1 | -3.8 | 2.8 | 0.2 | 4
COc1ccc(Br)cc1S(=O)(=O)NCCCN1CCOCC1 | 3 | 1 | 3 | 9 | 0.5 | -3.6 | -0.3 | · | -5
CC(C)CC1C(=O)N(Cc2cn(CC3CCCCC3)nn2)CCS(=O)(=O)N1Cc1ccc(-c2ccc(Cl)c(Cl)c2)cc1 (configuration not stated) | 2 | 5 | 8 | 6 | · | -1.2 | 0.0 | -2.5 | -8
COc1ccc(OC)c(/C=C/C(=O)OCC(=O)NCc2ccco2)c1 | 1 | -6 | 2 | 7 | 1.3 | -2.3 | 2.8 | -1.8 | -7

Compound activity from PubChem.
